14-3-3g Raf – 14-3-3 gamma protein interaction modulation | inhibition, % at 40 µM | FP, 14-3-3gamma / TMR-pS259-Raf peptide binding | P61981 | 0.19% of 160,000 active; in the data active = inhibition above about 30%;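 also: 0% = protein plus tracer without compound and 100% = blank with tracer alone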
Target sequence (P61981 whole entry, looked up): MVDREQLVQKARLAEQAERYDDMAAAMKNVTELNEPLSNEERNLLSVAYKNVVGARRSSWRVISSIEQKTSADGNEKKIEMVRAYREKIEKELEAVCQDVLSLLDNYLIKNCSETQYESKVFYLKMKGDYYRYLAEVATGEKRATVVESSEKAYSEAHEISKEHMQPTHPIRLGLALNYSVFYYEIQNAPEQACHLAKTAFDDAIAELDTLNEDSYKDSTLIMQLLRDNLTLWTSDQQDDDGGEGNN
The depositor's hits bear a star; & = joins results of further samples. These rows are one share of the data; the hit share may differ from the screen's.

SMILES	14-3-3g Raf
Cc1cc(C(F)(F)F)nc2sc(C(=O)c3cccc(Cl)c3)c(N)c12	-181.8
CC(=O)Nc1ccc(OC(=O)c2ccccc2NC(=O)c2ccccc2Br)cc1	-6.9
CCOC(=O)c1cnc2cc(C(F)(F)F)ccc2c1Nc1ccc(OCC)cc1	0.8
Cc1ccc(S(=O)(=O)NC(CC(=O)NCC2CCCO2)c2ccco2)cc1 (configuration not stated)	-2.7&-8.4
Cc1ccc2c(c1)N(CCCC(=O)NC1CCC(C)CC1)C(=O)CO2 (configuration not stated)	-0.9
CN1C(=O)C(O)(CC(=O)c2ccc3ccccc3c2)c2ccccc21 (configuration not stated)	-6.7
CCc1ccc(-c2csc(Nc3cc(C)ccn3)n2)cc1	-1.6
Cc1ccc(C(=O)N2CCN(C(=O)c3ccc(C)c(C)c3)C(C)C2)cc1C (configuration not stated)	-2.4&-0.1
COc1ccc(Cl)cc1NC(=O)c1ccc(Cl)c([N+](=O)[O-])c1	-10.3
Cc1noc(C)c1CSc1nc2[nH]ncc2c(=O)n1-c1ccccc1	5.5
COCCCn1c(=N)c(C(=O)NCCc2ccccc2)cc2c(=O)n3cccc(C)c3nc21	-2.6
COc1ccc(CN2C(=O)C3C(C(=O)Nc4ccc(Br)cc4)C4C=CC3(O4)C2C(=O)NC2CCCCC2)cc1 (configuration not stated)	-145.3
CCc1cc2c(=O)c(-c3nc4ccccc4[nH]3)coc2c(CN2CCCC(C)C2)c1O (configuration not stated)	-2.9
O=C(Nc1c2c(nn1-c1ccc(F)cc1)CS(=O)(=O)C2)c1ccc(Cl)cc1	-4.1
O=C(O)C1(c2ccccc2)CCCC1	-2.8
CCC(C)Oc1ccccc1C1CC(=O)NC2=C1C(=O)CCC2 (configuration not stated)	-3.2
Cc1ccc(C(=O)NC2Sc3ccccc3N=C2c2ccccc2)cc1 (configuration not stated)	-2.6
O=C(Cn1cnc2c(nnn2Cc2ccc(Cl)cc2)c1=O)N1CCN(c2ccccc2)CC1	-0.6
O=C(NCCC1=CCCCC1)C1CCCN(S(=O)(=O)c2cnc[nH]2)C1 (configuration not stated)	5.7
CCOC(=O)C1CCCN(CC(=O)Nc2c(C(=O)OC)[nH]c3ccc(C)cc23)C1 (configuration not stated)	2.9
COCCCNc1nc(-c2ccccc2)nc2ccccc12	-1.8
COc1cc(C2C3=C(CC(C)(C)CC3=O)Nc3c2c(=O)[nH]c(=O)n3Cc2ccccc2)ccc1O (configuration not stated)	-11.5&-3.7
COc1ccc(N(CC(=O)N2CC=C(c3ccccc3)CC2)S(=O)(=O)c2c(C)noc2C)cc1	-1.8
O=C(CCCCCN1C(=O)c2ccccc2C1=O)NCc1ccco1	-5.5
Cc1cc(Cl)cc2c1NC(=O)[C@]21[C@@H]2C(=O)N(Cc3ccccc3)C(=O)[C@@H]2[C@@H]2CCCN21	-45.4
COC(=O)COc1ccc(C2C3=C(CC(C)(C)CC3=O)OC3=C2C(=O)CC(C)(C)C3)cc1	-9.7
CCN1CCCC1CNC(=O)Cn1cccc1C(=O)c1ccccc1 (configuration not stated)	2.4
CC1=CC(C)C2(CO)COC(c3cccnc3)C1C2C (configuration not stated)	7.7
COc1cc(NC(=O)c2nn3c(C(F)(F)F)cc(-c4ccccc4)nc3c2Br)cc(OC)c1OC	-3.4
CCOc1ccc(C(=O)Nc2ccc(-c3cc4ccccc4oc3=O)cc2)cc1	1.3
OC(CCCN1CCC(O)(c2ccc(Cl)cc2)CC1)c1ccc(F)cc1 (configuration not stated)	-4.7
Cc1cccc(-c2c3c(=O)n(C)c(=O)n(C)c3c3cccnn23)c1	-13.2
O=C(Nc1ccccc1C(=O)Nc1cccc(Cl)c1)c1ccc([N+](=O)[O-])cc1	5.5
COCCOC(=O)C1=C(C)NC2=C(C(=O)CC(C)(C)C2)C1c1ccc(OC)cc1 (configuration not stated)	5.1
CCOc1ccc(C2C(C(=O)c3cccs3)=C(O)C(=O)N2Cc2cccnc2)cc1OC (configuration not stated)	0.2
O=c1[nH]c(=O)n(CCOc2ccc(Cl)cc2)cc1Br	5.8
CCOC(=O)CS(=O)(=O)c1nc(-c2ccccc2)cc(C(F)(F)F)n1	0.6
Cc1ccc(S(=O)(=O)c2nc(-c3cccs3)oc2SCC(=O)c2ccccc2)cc1	-94.4
COCCOC(=O)C1=C(C)NC2=C(C(=O)CC(C)(C)C2)C1c1ccc(C(F)(F)F)cc1 (configuration not stated)	-2.9
Clc1ccc(Cc2nn[nH]n2)cc1	9.4
CCOC(=O)c1ccc(NC2=NC3(CCCCC3)Cc3ccccc32)cc1	-1.9
CCc1cc2c(NC(C(=O)O)C(C)C)ncnc2s1 (configuration not stated)	1.3
COCCNC(=O)c1cnn2c(C)c(Cc3c(C)cc(C)cc3C)c(C)nc12	2.7
CCN(CC)CCCCN1c2ccccc2Sc2ccccc21	4.7
COCCNC(=O)c1cc(Sc2ccccc2Cl)nc2ccccc12	-0.9
O=C(NC1(C(=O)Nc2ccc3c(c2)OCCO3)CCCC1)c1ccccn1	-12.8
FC(F)(F)c1cc(-c2ccc(Cl)cc2)nc(NCc2cccs2)n1	0.8
Cc1cc(NC(=O)COc2ccc(Cl)cc2)no1	-1.5
CCOC(=O)C1CCN(S(=O)(=O)c2ccc(I)cc2)CC1	-2.4
O=C(NCc1cccnc1)c1ccc2c(c1)OCO2	-4.2
CC(=O)C1C(=O)CC(C)(O)C(C(C)=O)C1c1ccc2c(c1)OCO2 (configuration not stated)	-2.0
COc1ccc(-n2c(C)c(C(C)=O)c3cc(OC(=O)c4ccccc4OC(C)=O)ccc32)cc1	1.4
O=C(NCCOCc1ccccc1)c1cccc2ccccc12	-0.3
COC(=O)C1=C(N)N(c2ccc(F)cc2)C2=C(C(=O)CCC2)C1c1ccc(Cl)cc1 (configuration not stated)	-5.3
Cn1c(=O)cc(SCC(=O)N2CCCCC2)c2ccccc21	-0.1
NC(=O)c1ccc(CN2CCc3ccccc3C2)cc1	-6.7
CC(C)(C)c1ccc(OCCCC(=O)Nc2nccs2)cc1	1.4
CCc1ccccc1NS(=O)(=O)c1ccc2[nH]cc(C(=O)NCC3CCCO3)c(=O)c2c1 (configuration not stated)	-7.3
COc1ccc(N2CC(C(=O)NCCCN3CCOCC3)CC2=O)cc1 (configuration not stated)	-2.0
COc1ccc(Br)cc1CNC(=O)C1CCN(S(=O)(=O)N2CCC(C)CC2)CC1	-2.4

Arranged by molecular weight (high to low): part of the list above
SMILES	14-3-3g Raf
COc1ccc(Br)cc1CNC(=O)C1CCN(S(=O)(=O)N2CCC(C)CC2)CC1	-2.4
CCc1ccccc1NS(=O)(=O)c1ccc2[nH]cc(C(=O)NCC3CCCO3)c(=O)c2c1 (configuration not stated)	-7.3
FC(F)(F)c1cc(-c2ccc(Cl)cc2)nc(NCc2cccs2)n1	0.8

A draw from above in order of SMILES length, highest first:
SMILES	14-3-3g Raf
COc1ccc(-n2c(C)c(C(C)=O)c3cc(OC(=O)c4ccccc4OC(C)=O)ccc32)cc1	1.4
COC(=O)C1=C(N)N(c2ccc(F)cc2)C2=C(C(=O)CCC2)C1c1ccc(Cl)cc1 (configuration not stated)	-5.3
COc1ccc(Br)cc1CNC(=O)C1CCN(S(=O)(=O)N2CCC(C)CC2)CC1	-2.4
CC(=O)C1C(=O)CC(C)(O)C(C(C)=O)C1c1ccc2c(c1)OCO2 (configuration not stated)	-2.0
O=C(NC1(C(=O)Nc2ccc3c(c2)OCCO3)CCCC1)c1ccccn1	-12.8
FC(F)(F)c1cc(-c2ccc(Cl)cc2)nc(NCc2cccs2)n1	0.8
COc1ccc(N2CC(C(=O)NCCCN3CCOCC3)CC2=O)cc1 (configuration not stated)	-2.0
CCOC(=O)C1CCN(S(=O)(=O)c2ccc(I)cc2)CC1	-2.4
COCCNC(=O)c1cc(Sc2ccccc2Cl)nc2ccccc12	-0.9
Cn1c(=O)cc(SCC(=O)N2CCCCC2)c2ccccc21	-0.1
CC(C)(C)c1ccc(OCCCC(=O)Nc2nccs2)cc1	1.4
O=C(NCCOCc1ccccc1)c1cccc2ccccc12	-0.3
CCN(CC)CCCCN1c2ccccc2Sc2ccccc21	4.7
Cc1cc(NC(=O)COc2ccc(Cl)cc2)no1	-1.5

Continued:
SMILES	14-3-3g Raf
COC(=O)C1C(=O)C2=C(CC1C)NC(C)=C(C(=O)OCCOC(C)C)C2c1cccs1 (configuration not stated)	-17.3
CC(C)c1ccc(-c2c(C#N)c(N)nc(SCC(=O)c3ccccc3)c2C#N)cc1	-0.9
O=C(NCCN1CCOCC1)c1cc(-c2cccs2)on1	-5.0&-8.9
CCOC(=O)c1sc2nc(SCC#N)n(CC3CCCO3)c(=O)c2c1C (configuration not stated)	-4.0&-12.0
CCOc1cc(C2Nc3ccccc3-c3nnc(SCC)nc3O2)cc(Cl)c1O (configuration not stated)	-22.2
O=C(Nc1c2c(nn1-c1cccc(Cl)c1)CS(=O)(=O)C2)c1cccc(Br)c1	6.7
COc1cc2c(C(=O)NCc3ccc(F)cc3)cn(CC(C)C)c(=O)c2cc1OC	5.5
Cc1cc(C)cc(NC(=O)C2CCN(S(=O)(=O)c3ccc(Cl)cc3)CC2)c1	-2.0
O=C(C1CCC1)N1CCc2cc(S(=O)(=O)NCCN3CCCCCC3)ccc21	-7.0
CCOc1ccc(S(=O)(=O)Nc2ccccc2C)c2cccnc12	-17.3
Cc1cc(Cl)ccc1NC(=O)CN(c1cccc(C)c1C)S(=O)(=O)c1ccccc1	-0.7
CCOC(=O)c1c(NC(=O)c2ccc(C)c([N+](=O)[O-])c2)sc(C(=O)Nc2cccc(Cl)c2C)c1C	3.2
COc1cccc(C2Nc3ccc(C(=O)O)cc3C3C=CCC32)c1OC (configuration not stated)	-14.8
CCC(C)NC(=O)CSc1nc(NC2CCCCC2)c2ccccc2n1 (configuration not stated)	-2.3
O=C1C(=O)N(CCO)C(c2ccc(Br)cc2)/C1=C(\O)c1ccccc1 (configuration not stated)	-0.9
COC(=O)c1ccccc1NC(=O)Cn1c(=O)n(-c2ccc(C)cc2)c(=O)c2ccccc21	0.3
O=C(c1ccc2c(c1)C(=O)N(c1ccccn1)C2=O)N1CCN(c2ccccc2)CC1	-14.3
Cc1cc(Cl)nc(Oc2ccc(F)cc2)c1C(N)=O	-3.7
O=C(O)C1Cc2c([nH]c3ccccc23)C(c2ccc3c(c2)OCO3)N1 (configuration not stated)	-7.0
O=C(c1ccc(Cn2c(=O)[nH]c3ccccc3c2=O)cc1)N1CCc2ccccc2C1	-8.5
COc1cc(C(=O)Nc2ccccc2C(F)(F)F)cc(OC)c1OC	-2.3
CN(C)c1cccc2c(S(=O)(=O)Nc3ccccn3)cccc12	0.6&-6.7
Cc1ccc(S(=O)(=O)N2CCCCC2C(=O)NCc2ccco2)cc1 (configuration not stated)	-1.8
COc1cccc(-n2nnc3c(=O)n(CC(=O)N4CCC(Cc5ccccc5)CC4)cnc32)c1	-2.3
CCN(CCCNC(=O)C1CCCN(S(=O)(=O)CC)C1)c1cccc(C)c1 (configuration not stated)	0.8
CC(=O)CC1OC(=O)C(Br)=C1NCc1ccccc1 (configuration not stated)	-5.5&-12.4
COc1ccccc1-c1nnc(SCC(=O)OC(C)C)o1	14.7&-9.1
CCN(CC)c1nc(C)nc2sc(C(=O)Nc3cc(Cl)c(OC)cc3OC)c(C)c12	2.1
CCCC1Nc2c(C(=O)O)ccc([N+](=O)[O-])c2C2C=CCC12 (configuration not stated)	-8.3
COc1ccc(C(=O)NCc2ccc3[nH]c(C)cc3c2)c(OC)c1	-11.8
CC1CCC(NC(=O)C2c3ccccc3C(=O)N2Cc2ccccc2)CC1 (configuration not stated)	8.8
CCOC(=O)c1c(-c2ccco2)csc1NC(=O)CSc1nnc2sc3ccccc3n12	-88.0
CN(C)S(=O)(=O)c1ccc(C(=O)Nc2nc(-c3ccccc3)c(C(=O)c3ccccc3)s2)cc1	-1.7
CCCn1c(NC(=O)c2ccco2)nc2ccccc21	-8.3
O=C(Nc1cccc2nsnc12)c1cc(Br)ccc1NS(=O)(=O)c1ccc(Cl)cc1	-20.2
COc1ccc(Cl)cc1N(C)S(=O)(=O)c1cccc2nsnc12	-14.3
O=S(=O)(NC1CC1)c1cccc(S(=O)(=O)N2CCCC2)c1	-6.7
CCn1cc(C(=O)OCc2cccc(Br)c2)c(=O)c2ccc(C)nc21	-0.3
CC(C)CCNC(=O)c1ccc2c(=O)n(Cc3ccco3)c(=S)[nH]c2c1	-11.4
COc1ccc(S(=O)(=O)N2CCC(C(=O)Nc3ccccc3C)CC2)c2cccnc12	-1.7
CN(Cc1ccccc1)C(=O)c1n[nH]c(=O)c2ccccc12	1.8
COc1cc(C(=O)NC(c2ccc(Cl)cc2)c2cc([N+](=O)[O-])c3cccnc3c2O)cc(OC)c1OC (configuration not stated)	-11.9
C=CCN(c1ccccc1)S(=O)(=O)c1ccc2[nH]cc(C(=O)NCc3ccccn3)c(=O)c2c1	0.1
COc1cc(CN2CC(=O)N(c3ccccc3Cl)C2=S)cc(OC)c1OC	-5.9
COc1ccc(-n2c(C)c(C(C)=O)c(C(C)=O)c2C)cc1OC	-3.2
COc1cccc(CNCC(=O)N2C(C)CCCC2C)c1 (configuration not stated)	-2.6
CCCCCOc1ccc(C=Cc2c([N+](=O)[O-])c(=O)n(C)c(=O)n2C)cc1	0.0
CC(=O)Nc1cccc(NC(=O)CSc2nnc(Cc3cccn3C)n2CCc2ccccc2)c1	-1.6
COc1ccc(N2C(=O)CC(C(=O)NC3CCCCC3)C2c2ccc(F)cc2)cc1 (configuration not stated)	-1.3
COc1cc(C2C3=C(CCCC3=O)OC3=C2C(=O)CCC3)cc(OC)c1OC	-0.3
COc1ccc2c(Cl)c(C(=O)N3CCCCC3)sc2c1Cl	3.8
Cn1nc(C(=O)NCC2CCCO2)c2ccccc2c1=O (configuration not stated)	-3.5
CC(C)(C)C1CCC(OC(=O)c2ccncc2)CC1 (configuration not stated)	1.8
CC(=NCc1ccco1)c1c(O)n(C2CCCCC2)c(=O)[nH]c1=O	-14.5
CCCn1cc(SCC(=O)Nc2nnc(SCC)s2)c2ccccc21	-3.4
CN(C)S(=O)(=O)N(CC(=O)Nc1ccccc1C(F)(F)F)c1ccccc1	2.5
CSc1snc(-c2ccccc2)c1C#N	-7.6
Cc1nc2ccc([N+](=O)[O-])cc2c(=O)[nH]1	6.6
COc1ccc(N(CC(=O)NCc2ccco2)S(C)(=O)=O)cc1	-10.7
CC1=C(C(=O)OC2CCCCCCC2)C(c2cccc(Oc3ccccc3)c2)NC(=O)N1 (configuration not stated)	9.1
O=C(Nc1nnc(-c2ccc(Cl)s2)o1)c1ccc(S(=O)(=O)N2CCOCC2)cc1	-7.0
Cc1ccc(CN2CCCN(Cc3ccc(F)cc3)C2c2cccs2)cc1 (configuration not stated)	1.5
